Growth percent in the NCI-60 one-dose screen (48 h, 10 µM unless noted): 100 = growth as untreated, 0 = no growth, -100 = all killed.
ACHN – ACHN renal cancer | AID 1794771 | 81,000 compounds, 4.9% hits
U251 – U251 CNS tumor cells. 80,000 compounds, 5.4% hits
CAKI-1 – CAKI-1 renal cancer; AID 1794772; 75,000 compounds, 4.7% hits
RXF 393 – RXF 393 renal cancer cells; 77,000 compounds, 6.9% hits
SN12C – SN12C renal cancer cells; AID 1794767; 81,000 compounds, 3.8% hits
TK-10 – TK-10 renal cancer cells | 81,000 compounds, 3.9% hits
UO-31 – UO-31 renal cancer. 81,000 compounds, 5.2% hits
A498 – A498 renal cancer cells; 76,000 compounds, 5.4% hits; AID 1794774
786-0 – 786-0 renal cancer cells | 81,000 compounds, 5.1% hits | AID 1794775
Numbers without * were called inactive; / = no result given; [ ] = remark or other dose. Rule for the calls: active = growth percent below 10; inactive = the rest.

SMILES	ACHN	U251	CAKI-1	RXF 393	SN12C	TK-10	UO-31	A498	786-0
CC(C)(C)c1c(C#N)nnc2cc(-c3ccccc3)nn12	97	77	94	95	88	110	/	108	81
COc1ccc(-c2cc(/C=C3\C(=O)Nc4cc(Cl)ccc43)[nH]n2)cc1OC	84	76	64	73	70	93	75	65	105
CCCC1(CC)NC(=O)NC1=O (stereo not drawn)	112	104	99	113	109	108	85	100	111
O=C(N=Nc1c(O)[nH]c2ccccc12)Nc1ccc(F)c(Cl)c1	95	101	82	92	96	117	66	105	99
COc1cc(/C(C)=C(\c2ccc(Cl)cc2)c2ccc(OCCN3CCOCC3)cc2)ccc1F	99	87	64	93	93	101	67	/	91
O=C(NCc1ccccc1)Nc1ccccc1CNc1nc(Nc2ccc(OCCN3CCCC3)cc2)ncc1Cl	92	45	106	79	101	110	72	77	47
Cc1c(C(=O)N[C@@H](Cc2ccccc2)C(=O)C(N)=O)[nH]c2ccccc2c1=O	107	96	96	114	95	99	87	97	98
COc1ccc(C(=O)/C=C/c2ccc3c(c2)OCO3)cc1S(=O)(=O)NNC(=O)c1ccncc1	107	85	97	109	98	99	82	107	103
Cc1cc(=O)oc2cc(Oc3nc(Br)cn4c(Br)cnc34)ccc12	66	48	96	44	76	114	59	97	29
O=C1C=Cc2cccc3ccc(O)c1c23	63	48	38	77	77	63	38	90	57
O=c1cc(Cn2cnc3c(NCc4ccco4)ncnc32)c2cc(F)ccc2o1	103	106	97	112	98	134	80	90	96
Nc1cc2ccccc2c(=O)n1NC(=O)c1ccc(Br)cc1	104	96	84	112	96	116	75	189	107
COc1ccc(-c2ccnc(SCc3cc4cc(Cl)ccc4[nH]c3=O)n2)cc1	55	0.9*	26	-11*	/	20	79	42	-25*
O=C1Nc2ccc(C(=O)O)cc2/C1=N/c1nnc(Sc2ccccc2)s1	98	98	86	117	97	106	84	87	102
Cc1ccc2c(C(C[N+](=O)[O-])c3ccccc3Cl)c(-c3ccccc3)[nH]c2c1 (stereo not drawn)	83	85	54	86	76	132	57	/	86
COc1ccc(OC)c(-c2nc(SCC(=O)c3ccc(-c4ccccc4)cc3)[nH]c(=O)c2C#N)c1	99	102	100	111	105	105	89	92	105
CC(c1ccccc1)N1CSCN2C(=O)CC(=O)N=C21 (stereo not drawn)	103	101	94	132	102	103	84	102	103
CSc1cc(SC)nc(N)n1	108	100	98	103	104	105	87	107	102
Cc1cc(OC(=O)Nc2ccccc2)ccc1Cl	93	97	88	86	103	100	90	/	131
O=C1c2cccc3cccc(c23)C(=O)N1N1C(=O)c2cccc3c(N4CCCCC4)ccc(c23)C1=O	103	99	84	115	94	116	82	107	101
C=CCC(=O)N[C@@H](CO)Cc1ccc(-c2cc(Cl)cc(Cl)c2)cc1	98	103	91	102	106	82	75	68	106
CCOC(CCc1c(C)nc(N)[nH]c1=O)OCC	134	100	106	110	106	99	97	65	103
O=C1CNC(c2ccc(Cl)cc2)N1O (stereo not drawn)	99	97	97	105	99	132	84	108	94
COc1ccc(C(=O)Oc2c(Cl)c(Cl)c(Cl)c(Cl)c2Cl)cc1	94	100	105	105	94	104	64	85	107
COC(=O)[C@H](Cc1cnc[nH]1)NC(=O)[C@@H](OC)[C@@H]1Cc2cc3cc(OC4CC(OC5CC(O)C(O)C(C)O5)C(O)C(C)O4)c(C)c(O)c3c(O)c2C(=O)[C@H]1OC1CC(OC2CC(OC3CC(C)(O)C(O)C(C)O3)C(O)C(C)O2)C(O)C(C)O1 (stereo partly drawn)	69	38	91	55	58	56	80	26	64
O=C(Nc1ccc(-n2cc(-c3ccncc3)c(-c3ccc(O)c(Cl)c3)n2)cc1)Nc1cc(C(F)(F)F)cc(C(F)(F)F)c1	66	38	47	27	62	/	60	66	50
CCNCCNc1cc(C(F)(F)F)c(C#N)c2nc3ccccc3n12	105	94	90	124	97	92	80	82	98
Fc1ccc(CNCCNc2ncnc3c2cnn3-c2ccccc2)cc1	100	84	87	75	89	102	62	77	84
CSCC(N)C(=O)O (stereo not drawn)	108	103	99	112	96	102	77	66	103
CCOc1ccc2nc(NC(=O)CSC(=S)N3CCN(c4ccccc4)CC3)sc2c1	106	110	99	116	98	109	74	105	118
COC(=O)C1=C(C)NC(=S)NC1c1ccc2c(c1)OCO2 (stereo not drawn)	102	94	91	107	96	95	87	121	102
CCOC(=O)C(C#N)N=O (stereo not drawn)	103	106	136	110	111	93	81	115	96
CCCCCc1cc(Cl)ccc1OCC(=O)O	96	101	84	88	96	100	95	97	100
COc1cc2ncnc(Nc3ccc(F)c(Cl)c3)c2cc1OCC(=O)N1CCN(c2ccccc2)CC1	51	99	51	81	80	42	47	61	86
CC(C)CC(=O)OCc1ccccc1	107	103	/	111	104	97	89	97	94
CC(=O)N1N=C(c2ccc(Br)cc2)CC1c1ccc(C)s1 (stereo not drawn)	95	85	78	126	83	97	73	76	80
Nc1cc(Cl)ccc1N1C(=O)C=CC1=O	113	92	89	99	99	120	88	104	104
Nc1c(-c2nc3ccc(Br)cc3c(=O)[nH]2)nnn1-c1ccccc1	72	39	103	103	96	84	106	87	88
N#CC1(NO)CCCCC1	104	100	90	104	102	96	94	99	98
Nc1ncc(C(=O)O)c(-c2ccccc2)n1	108	102	117	127	94	106	96	100	97
COc1ccc(C(=O)n2nc(-c3cccc(Cl)c3)nc2N)cc1	102	106	/	112	102	90	99	100	101
CCNc1nc(C)nc2c1cnn2C	104	99	105	112	105	84	87	/	103
CC(C)(C)c1ccc(NS(=O)(=O)c2ccc3nc(NC(=O)c4cnccn4)[nH]c3c2)cc1	40	35	22	13	44	57	36	/	30
N=c1c2c(=O)n3c(nc2nc2sc4ccc(Cl)cc4n12)-c1ccccc1Sc1ccccc1-3	15	25	6.6*	38	21	47	-5.4*	47	25
CC1=CC(=O)/C(=C/N2C(=S)NC(=O)/C2=C/c2cccc([N+](=O)[O-])c2)C(=O)O1	97	97	97	109	109	114	90	99	100
C1CSCC2(COC2)CS1	108	100	101	118	110	99	94	94	105
CC1=C(C(=O)Nc2ccc(Cl)cc2)C(c2ccc3c(c2)OCO3)NC(=S)N1 (stereo not drawn)	95	94	90	95	97	116	76	105	100
Fc1ccc(-c2nc(-c3c[nH]c4ncccc34)cs2)cc1	94[100 µM]	80[100 µM]	78[100 µM]	55[100 µM]	97[100 µM]	80[100 µM]	70[100 µM]	102[100 µM]	88[100 µM]
CCC1S/C(=N\N=C(/C)c2ccco2)N(c2ccccc2)C1=O (stereo not drawn)	110	104	/	103	141	79	95	160	97
NNC(=O)c1cnccn1	104	102	/	/	108	112	93	131	93

Another view of some results above.
| canonical_smiles | ACHN | U251 | CAKI-1 | RXF 393 | SN12C | TK-10 | UO-31 | A498 | 786-0 |
| --- | --- | --- | --- | --- | --- | --- | --- | --- | --- |
| Nc1cc(Cl)ccc1N1C(=O)C=CC1=O | 113 | 92 | 89 | 99 | 99 | 120 | 88 | 104 | 104 |
| Nc1c(-c2nc3ccc(Br)cc3c(=O)[nH]2)nnn1-c1ccccc1 | 72 | 39 | 103 | 103 | 96 | 84 | 106 | 87 | 88 |
| N#CC1(NO)CCCCC1 | 104 | 100 | 90 | 104 | 102 | 96 | 94 | 99 | 98 |
| Nc1ncc(C(=O)O)c(-c2ccccc2)n1 | 108 | 102 | 117 | 127 | 94 | 106 | 96 | 100 | 97 |
| COc1ccc(C(=O)n2nc(-c3cccc(Cl)c3)nc2N)cc1 | 102 | 106 | / | 112 | 102 | 90 | 99 | 100 | 101 |
| CCNc1nc(C)nc2c1cnn2C | 104 | 99 | 105 | 112 | 105 | 84 | 87 | / | 103 |
| CC(C)(C)c1ccc(NS(=O)(=O)c2ccc3nc(NC(=O)c4cnccn4)[nH]c3c2)cc1 | 40 | 35 | 22 | 13 | 44 | 57 | 36 | / | 30 |
| N=c1c2c(=O)n3c(nc2nc2sc4ccc(Cl)cc4n12)-c1ccccc1Sc1ccccc1-3 | 15 | 25 | 6.6* | 38 | 21 | 47 | -5.4* | 47 | 25 |
| CC1=CC(=O)/C(=C/N2C(=S)NC(=O)/C2=C/c2cccc([N+](=O)[O-])c2)C(=O)O1 | 97 | 97 | 97 | 109 | 109 | 114 | 90 | 99 | 100 |
| C1CSCC2(COC2)CS1 | 108 | 100 | 101 | 118 | 110 | 99 | 94 | 94 | 105 |
| CC1=C(C(=O)Nc2ccc(Cl)cc2)C(c2ccc3c(c2)OCO3)NC(=S)N1 (stereo not drawn) | 95 | 94 | 90 | 95 | 97 | 116 | 76 | 105 | 100 |

(more compounds)
SMILES	ACHN	U251	CAKI-1	RXF 393	SN12C	TK-10	UO-31	A498	786-0
CC(O)CN(CCO)CCN(CC(C)O)CC(C)O (stereo not drawn)	98	97	103	105	100	99	95	102	90
CN1CCN(CCCOc2ccc3ncnc(Nc4ccc(Oc5cccc(C(F)(F)F)c5)c(Cl)c4)c3c2)CC1	-38*	-11*	0.6*	/	27	19	20	63	-81*
CNc1nc(NC2CCCC2)nc(Sc2ccc(OC)cc2)n1	21[100 µM]	26[100 µM]	0.0*[100 µM]	32[100 µM]	28[100 µM]	42[100 µM]	13[100 µM]	10[100 µM]	13[100 µM]
O=C(NNC(=S)Nc1ccccc1)c1ccccn1	16	20	5.9*	35	44	50	20	/	23
COc1cc2cc3c4cc(OC)c(OC)cc4cc[n+]3c(C)c2cc1OC	92	55	72	102	24	147	75	79	90
Nc1nc2c(ncn2C2CC(O)C(CO)O2)c(=O)[nH]1 (stereo not drawn)	107	100	91	91	101	87	90	101	91
N#Cc1c(-c2ccc(Cl)cc2)cc(-c2ccccc2)[nH]c1=O	77	92	81	97	88	102	72	74	96
O=c1[nH]c(NCCc2cc3cc(F)ccc3[nH]2)nc2sc3c(c12)CCCC3	72	40	98	88	82	78	78	77	65
BrCCCCc1ccccc1	94	95	92	101	96	103	90	96	101
O=C(N/N=C/c1ccc(Cl)cc1)c1ccc2nc(-c3ccc([N+](=O)[O-])cc3)[nH]c2c1	90	93	95	104	92	104	81	74	85
COc1ccc(C(C#N)c2ccc(OC)c(OC)c2)cc1 (stereo not drawn)	104	96	/	/	97	88	76	100	96
COc1cc2cc(/C=C/C(=O)c3ccc(Nc4nccc(-c5ccc(Cl)cc5)n4)cc3)c(=O)[nH]c2cc1OC	101	/	97	101	98	116	92	/	86
COC(=O)c1cc(C(=O)C(C)(C)C)n2c1ccc1c3ccccc3ccc12	98	116	84	131	96	116	72	181	109
O=c1[nH]c2ccc(Oc3ncccn3)cc2c(=O)n1Cc1cccc(NS(=O)(=O)c2cccc(Cl)c2)c1	84	93	98	88	85	105	81	90	85
Clc1ccc(-c2nnc(-c3ccco3)o2)cc1	100	99	73	/	83	120	84	103	87
COc1ccc(-c2cc(-c3cccc(Nc4ccnc5cc(Cl)ccc45)c3)nc3nc(N)[nH]c(=O)c23)cc1	115	108	95	93	102	110	79	147	98
CC[C@H](Nc1ncnc2nc[nH]c12)c1nc2cccc(NCCCCCC(=O)NO)c2c(=O)n1-c1ccccc1	103	92	/	93	88	87	86	91	87
Oc1ccc(Cl)c(Nc2nc(SCCN3CCOCC3)nc3c2cnn3CC(Cl)c2ccc(Br)cc2)c1 (stereo not drawn)	13	24	21	-14*	35	36	14	63	43
N#CCCNC(CC(=O)O)C(=O)O (stereo not drawn)	105	/	111	102	109	123	104	111	105
Cc1cccc(-c2nc(Nc3ccccc3S(N)(=O)=O)c3ccccc3n2)c1	99	63	93	122	100	122	93	105	103
Cc1ccc(CC#N)cc1C	95	90	45	83	105	107	94	136	103
CCOC(=O)c1c2c(cn1Cc1ccc(OC)c([N+](=O)[O-])c1)-c1oncc1CC2	89	80	70	94	88	99	61	68	88
Fc1cc(F)c(-c2cnc3nonc3n2)cc1F	101	106	110	106	109	116	85	95	107
CC[C@H](C)[C@@H]1NC(=O)[C@H]([C@@H](C)O)NC(=O)C(Cc2ccccc2)NC(=O)[C@@H]2CCCN2C(=O)C(C(C)C)NC(=O)C(Cc2ccccc2)NC(=O)CNC(=O)[C@@H]2CCCN2C1=O (stereo partly drawn)	59	67	38	/	72	116	37	26	40
CCOC(=O)c1ccc(NS(C)(=O)=O)cc1	102	94	108	111	100	106	95	88	103
CCC(c1ccc(O)cc1)C(CC)c1ccc(O)c(F)c1 (stereo not drawn)	90	90	89	93	88	97	55	107	75
CCOC(=O)c1c[nH][nH]c1=O	106	103	/	110	104	111	94	99	94
COc1ccc(/C=C/C(=O)c2ccc(NC(=O)c3ccccc3CN3C(=O)c4ccccc4C3=O)cc2)cc1	90	76	61	87	86	110	50	109	102
O=C(Nc1cccc(Cl)c1)Nc1cccc(Cn2c(=O)[nH]c3ccc(Oc4ncccn4)cc3c2=O)c1	72	31	64	67	76	69	62	49	71
O=[N+]([O-])c1ccc(O)c(CNCc2ccccc2)c1	95	102	91	128	97	112	70	111	100
Cc1ccc2c3c(c(=O)[nH]c2c1)C(c1ccc(Cl)cc1)c1c(ncn2nc(C)nc12)O3 (stereo not drawn)	102	98	91	112	93	106	92	93	/
COc1ccc2c(c1)C(=N/N=C(\C)c1ccc(OC)c(S(N)(=O)=O)c1)C(=O)N2	101	74	79	80	/	102	95	100	98
c1ccc(CNCCc2ccccn2)cc1	/	100	/	98	101	101	89	74	103
Cn1ncc2c1CCc1cc(S(=O)(=O)c3ccccc3)c(=O)n(C)c1-2	93	/	86	109	97	103	72	59	103
Nc1cc2ccccc2cc1NS(=O)(=O)N1CCCCC1	96	101	91	104	94	103	62	96	98
CC1(C)CC[C@]2(C(=O)Nc3ccccn3)CC[C@]3(C)C(=CC[C@@H]4[C@@]5(C)C/C(=C/c6cccnc6)C(=O)C(C)(C)[C@@H]5CC[C@]43C)[C@H]2C1	27	/	36	33	33	69	37	40	43
CC(C)(C)OC(=O)c1cc2c3ccccc3oc(=O)c2c2nc3ccccc3n12	94	92	83	98	103	118	65	/	103
N#CCCN(CCO)CCO	97	103	93	91	97	93	83	110	96
O=C(CSc1nc2ccccc2c(=O)[nH]1)Nc1ccc(C(=O)O)cc1	104	90	75	93	67	110	64	182	107
O=[N+]([O-])c1ccc(SNc2ccccc2)c([N+](=O)[O-])c1	90	/	68	96	92	81	44	/	87

Screens deposited in PubChem by NCI.
